Assay outcomes as filed in PubChem.
PLAP act – PLAP enzyme activators, biochemical, luminescence, HTS. purified PLAP enzyme, luminescent substrate read-out; active compounds read high. 96,000 compounds, 1.2% hits. AID 696, 2007. activation fold at 20 µM; in the data active = activation fold above about 2
Pyk2 oligo antag – antagonists of Pyk2 self-association, primary screen, Q293 cells, FERM NanoBiT luminescence, HTS; Protein-tyrosine kinase 2-beta (Homo sapiens), Q14289; AID 1347419, 2020; 99,000 compounds, 0.83% hits; active compounds read low; z-score (the deposit names both 25 µM and 10 µM);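 active = Z-score of -3 or lower, scaled per plate to the spread of control and sample wells; inactive = z-score above -3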;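 note: negative z-score means lost luminescence so less FERM oligomerization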
CYP2C9 inh – blockers of cytochrome P450 2C9 activity – biochemical, luminescence, ADME assay, primary screen; CYP2C9 Supersomes, luciferin-H conversion; P11712; inhibition, % at 5 µM; AID 777, 2007; 96,000 compounds, 20% hits;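 active = blocking of liver enzyme CYP2C9 beyond about 50% at 5 µM, limit read from the data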; note: values of inactives mirror those of a sister screen read the other way
CYP2C19 act – human CYP2C19 activators, primary screen, biochemical, luminescence. Cytochrome P450 2C19 (Homo sapiens), P33261. activation factor at 5 µM. 96,000 tested, under 10 active. recombinant CYP2C19, luciferin-H EGE luminescence; active compounds read high; 0 = fully inhibited enzyme, 1 = untreated enzyme;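 active = activation factor of at least 2 at 5 µM in the primary screen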;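 note: 0 = wells with 2.5 mM tranylcypromine and 1 = vehicle-only wells; values of inactives mirror those of a sister screen read the other way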
MT1-MMP txn act – MT1-MMP promoter reporter activation – cell-based, luciferase luminescence, primary screen | activation factor at 10 µM | 86,000 compounds, 0.16% hits | AID 750, 2007 | HT1080 MT1-MMP promoter luciferase reporter, overnight; active compounds read high;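 active = activation factor of at least 2 for MT1-MMP transcription at 10 µM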
CD11b adhes inh – inhibitors of CD11b/CD18 adhesion to fibrinogen, primary screen, K562 cells, luminescence; inhibition, % at 10 µM; 93,000 compounds, 0.54% hits; ATPlite luminescence; Mn2+ added to activate the integrin;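 active = primary inhibition of 50% or more at 10 µM, then 40% or more on retest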; note: some results filed as inactive read as strong as hits
Target sequence (P05107 whole entry, looked up, other chains not shown): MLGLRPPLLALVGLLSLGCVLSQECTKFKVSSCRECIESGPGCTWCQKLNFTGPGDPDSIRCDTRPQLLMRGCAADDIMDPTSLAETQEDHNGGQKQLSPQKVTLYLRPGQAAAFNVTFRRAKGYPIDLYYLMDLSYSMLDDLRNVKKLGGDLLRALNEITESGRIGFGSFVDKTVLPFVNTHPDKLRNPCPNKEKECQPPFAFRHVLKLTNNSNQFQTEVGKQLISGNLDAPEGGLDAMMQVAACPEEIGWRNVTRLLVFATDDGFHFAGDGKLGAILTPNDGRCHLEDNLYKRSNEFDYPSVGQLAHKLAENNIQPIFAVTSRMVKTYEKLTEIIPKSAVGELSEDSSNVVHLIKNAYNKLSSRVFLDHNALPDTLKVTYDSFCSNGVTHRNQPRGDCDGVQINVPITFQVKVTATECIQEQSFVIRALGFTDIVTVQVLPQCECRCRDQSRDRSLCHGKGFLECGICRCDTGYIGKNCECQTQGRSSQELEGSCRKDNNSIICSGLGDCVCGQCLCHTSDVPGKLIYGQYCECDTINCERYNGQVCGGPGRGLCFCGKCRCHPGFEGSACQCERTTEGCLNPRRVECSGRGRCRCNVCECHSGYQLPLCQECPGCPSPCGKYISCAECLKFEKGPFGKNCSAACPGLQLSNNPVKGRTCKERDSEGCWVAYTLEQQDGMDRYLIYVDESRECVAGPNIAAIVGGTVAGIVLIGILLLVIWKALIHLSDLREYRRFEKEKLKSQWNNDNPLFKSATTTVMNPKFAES
CYP2C19 inhib – blockers of cytochrome P450 2C19 activity – biochemical, luminescence, ADME assay, primary screen; CYP2C19 Supersomes, luciferin-H EGE luminescence, 30 min; 96,000 compounds, 21% hits; inhibition, % at 5 µM; P33261;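 active = CYP2C19 inhibition above a set limit at 5 µM in the primary screen, cut at about 50% in these data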;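 note: plate controls were negative control wells for no effect and 2.5 mM tranylcypromine positive control for full effect; values of inactives mirror those of a sister screen read the other way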
Mac1 fbg enh – enhancers of CD11b/CD18 adhesion to fibrinogen, primary screen, K562 cells, luminescence | Integrin beta-2 (Homo sapiens) + Integrin alpha-M (Homo sapiens), P05107+P11215 | ATPlite luminescence | activation, % at 10 µM | 93,000 compounds, 0.07% hits;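 active = 10 µM primary screen giving 50% or more activity, confirmed by 40% or more on retest at that dose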; note: strong numbers were not always called active; reference of the scale not given here
CYP2C9 activ – human CYP2C9 activators, primary screen, biochemical, luminescence | recombinant CYP2C9, luciferin-H conversion; active compounds read high; factor 1 = untreated enzyme, 0 = blocked | activation factor at 5 µM | 96,000 compounds, 1.4% hits | AID 1024, 2008;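 active = activation factor of 2 or more for CYP2C9 at a 5 µM dose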;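 note: 0 = sulfaphenazole-blocked wells and 1 = vehicle-only wells; values of inactives mirror those of a sister screen read the other way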
Active calls of the source: *. Rows are unselected; any-hit rate near 31%.

`CCCC(C(=O)N1CCOCC1)N1C(=O)C2C3C=CC(C3)C2C1=O` (centres undefined) gave PLAP act 1.2, Pyk2 oligo antag 1.2, CYP2C9 inh -2, CYP2C19 act 1, MT1-MMP txn act 1.1, CD11b adhes inh -11, CYP2C19 inhib -4, Mac1 fbg enh 3 and CYP2C9 activ 1.
For O=C(NCCN1CCCCC1)/C(=N\O)c1ccccc1 the results were PLAP act 1, Pyk2 oligo antag -0.44, CYP2C9 inh -7, CYP2C19 act 1, MT1-MMP txn act 1.1, CD11b adhes inh -11, CYP2C19 inhib 1, Mac1 fbg enh 0 and CYP2C9 activ 1.1.
`COc1cccc(NC(=O)N2CCCC(C(=O)Nc3ccccc3OC)C2)c1` (centres undefined) gave PLAP act 0.9, Pyk2 oligo antag -0.04, CYP2C9 inh -60, CYP2C19 act 1, MT1-MMP txn act 1.2, CD11b adhes inh 2, CYP2C19 inhib 4, Mac1 fbg enh 0 and CYP2C9 activ 1.6.
Screening O=C(NC1CCCC1)C(c1ccc(O)cc1)N(CC1CCCO1)C(=O)C1COc2ccccc2O1 (centres undefined) returned PLAP act 1.5, Pyk2 oligo antag 0.83, CYP2C9 inh 70*, CYP2C19 act 0.4, MT1-MMP txn act 1.1, CD11b adhes inh -17, CYP2C19 inhib 56*, Mac1 fbg enh -1 and CYP2C9 activ 0.3.
`CC(/C=C/c1ccccc1)NC(N)=O` (centres undefined) gave PLAP act 0.9, Pyk2 oligo antag -0.01, CYP2C9 inh 61*, CYP2C19 act 0.7, MT1-MMP txn act 1.2, CD11b adhes inh -6, CYP2C19 inhib 32, Mac1 fbg enh -8 and CYP2C9 activ 0.4.
`CCN1CCCc2cc(CN(CCN3CCOCC3)C(=O)Nc3ccc(C)c(C)c3)ccc21` gave PLAP act 1.7, Pyk2 oligo antag 0.84, CYP2C9 inh 48, CYP2C19 act 0.4, MT1-MMP txn act 1, CD11b adhes inh -30, CYP2C19 inhib 57*, Mac1 fbg enh 0 and CYP2C9 activ 0.5.
Screening O=C(CCN1CCOCC1)Nc1ccc2c(c1)CCC2 returned PLAP act 1.1, Pyk2 oligo antag 0.65, CYP2C9 inh -18, CYP2C19 act 1, MT1-MMP txn act 1.2, CD11b adhes inh -8, CYP2C19 inhib -3, Mac1 fbg enh 0 and CYP2C9 activ 1.2.
`Cc1cc(C(=O)CSc2nnnn2C)c(C)n1CCc1ccc(F)cc1` gave PLAP act 0.4, Pyk2 oligo antag -0.06, CYP2C9 inh 15, CYP2C19 act 0.3, MT1-MMP txn act 1.2, CD11b adhes inh 6, CYP2C19 inhib 65*, Mac1 fbg enh -3 and CYP2C9 activ 0.9.
Screening C(=N\N1CCN(Cc2cccc3ccccc23)CC1)/c1cccnc1 returned PLAP act 1.1, Pyk2 oligo antag -0.92, CYP2C9 inh -2, CYP2C19 act 0.7, CD11b adhes inh 3, CYP2C19 inhib 31, Mac1 fbg enh 25 and CYP2C9 activ 1.
For Cc1occc1-c1nnc(SCC(=O)Nc2ccc3c(c2)OCO3)n1CC1CCCO1 (centres undefined) the results were PLAP act 1.4, Pyk2 oligo antag -0.9, CYP2C9 inh 60*, CYP2C19 act 0.5, MT1-MMP txn act 1.4, CD11b adhes inh -10, CYP2C19 inhib 48, Mac1 fbg enh -4 and CYP2C9 activ 0.4.

3 successive compounds from above, for reference:
`CCCC(C(=O)N1CCOCC1)N1C(=O)C2C3C=CC(C3)C2C1=O` (centres undefined) gave PLAP act 1.2, Pyk2 oligo antag 1.2, CYP2C9 inh -2, CYP2C19 act 1, MT1-MMP txn act 1.1, CD11b adhes inh -11, CYP2C19 inhib -4, Mac1 fbg enh 3 and CYP2C9 activ 1.
For O=C(NCCN1CCCCC1)/C(=N\O)c1ccccc1 the results were PLAP act 1, Pyk2 oligo antag -0.44, CYP2C9 inh -7, CYP2C19 act 1, MT1-MMP txn act 1.1, CD11b adhes inh -11, CYP2C19 inhib 1, Mac1 fbg enh 0 and CYP2C9 activ 1.1.
`COc1cccc(NC(=O)N2CCCC(C(=O)Nc3ccccc3OC)C2)c1` (centres undefined) gave PLAP act 0.9, Pyk2 oligo antag -0.04, CYP2C9 inh -60, CYP2C19 act 1, MT1-MMP txn act 1.2, CD11b adhes inh 2, CYP2C19 inhib 4, Mac1 fbg enh 0 and CYP2C9 activ 1.6.

Remaining list, next part:
Screening O=C1CC(NCCC2=CCCCC2)C(=O)N1c1cccc(Cl)c1Cl (centres undefined) returned PLAP act 1.4, CYP2C9 inh 38, CYP2C19 act 0.8, CYP2C19 inhib 20 and CYP2C9 activ 0.6.
Screening Cc1nn(-c2ccccc2)c(C)c1/C=N/NC(=O)c1cc(C2CC2)[nH]n1 returned PLAP act 0.9, Pyk2 oligo antag -1.9, CYP2C9 inh 58*, CYP2C19 act 0.4, CD11b adhes inh -34, CYP2C19 inhib 60*, Mac1 fbg enh -3 and CYP2C9 activ 0.4.
`O=C(/C=C/c1ccccc1)NCCSCc1ccccc1Cl` gave PLAP act 0.8, Pyk2 oligo antag 0.92, CYP2C9 inh 57*, CYP2C19 act 0.7, CD11b adhes inh -20, CYP2C19 inhib 35, Mac1 fbg enh 4 and CYP2C9 activ 0.4.
For COc1ccc2c(c1)C1(Nc3ccccc3C(=O)N1c1ccccc1)C(=O)N2 (centres undefined) the results were PLAP act 1.1, Pyk2 oligo antag -0.43, CYP2C9 inh 87*, CYP2C19 act 0.7, MT1-MMP txn act 1.2, CD11b adhes inh -11, CYP2C19 inhib 27, Mac1 fbg enh -2 and CYP2C9 activ 0.1.
For O=C(c1cccc(Br)c1)N1CCN(C(=O)N2CCCCC2)CC1 the results were PLAP act 1.1, Pyk2 oligo antag -0.36, CYP2C9 inh 61*, CYP2C19 act 0.2, MT1-MMP txn act 1, CD11b adhes inh -18, CYP2C19 inhib 77*, Mac1 fbg enh 0 and CYP2C9 activ 0.4.
For O=C(C1CC(=O)N(C2CCCC2)C1)N1CCC(Cc2ccccc2)CC1 (centres undefined) the results were PLAP act 1.4, Pyk2 oligo antag 0.15, CYP2C9 inh 32, CYP2C19 act 0.9, MT1-MMP txn act 1.1, CYP2C19 inhib 5 and CYP2C9 activ 0.7.
`CCOC(=O)C1CCN(C(=O)c2cc(S(=O)(=O)N3CCOCC3)c(Cl)cc2Cl)CC1` gave PLAP act 1.7, Pyk2 oligo antag -0.27, CYP2C9 inh 40, CYP2C19 act 0.8, MT1-MMP txn act 1, CD11b adhes inh 9, CYP2C19 inhib 16, Mac1 fbg enh -2 and CYP2C9 activ 0.6.
`O=C(Nc1cnc2ccccc2c1)c1ccco1` gave PLAP act 0.8, Pyk2 oligo antag -1, CYP2C9 inh 30, CYP2C19 act 0.7, MT1-MMP txn act 0.8, CD11b adhes inh -9, CYP2C19 inhib 28, Mac1 fbg enh -2 and CYP2C9 activ 0.7.
For CN1CCc2c(sc3c2C(=O)NC(c2ccco2)N3)C1 (centres undefined) the results were PLAP act 1, Pyk2 oligo antag -0.13, CYP2C9 inh -5, CYP2C19 act 1, MT1-MMP txn act 1.1, CD11b adhes inh -3, CYP2C19 inhib -3, Mac1 fbg enh 2 and CYP2C9 activ 1.
For N#CCCn1c(=S)[nH]c2ccccc21 the results were PLAP act 2.6*, Pyk2 oligo antag -0.68, CYP2C9 inh -85, CYP2C19 act 1, CD11b adhes inh 0, CYP2C19 inhib -3, Mac1 fbg enh -1 and CYP2C9 activ 1.9.
`COc1cccc(C(=O)Nc2ncc3c(n2)CC(c2ccc(OC)cc2OC)CC3=O)c1` (centres undefined) gave PLAP act 1.5, Pyk2 oligo antag -1, CYP2C9 inh 89*, CYP2C19 act 0.2, MT1-MMP txn act 1, CD11b adhes inh 4, CYP2C19 inhib 80*, Mac1 fbg enh 0 and CYP2C9 activ 0.1.
Screening O=C(Cc1ccccc1)Nc1c2c(nn1-c1cccc(Cl)c1)CS(=O)(=O)C2 returned PLAP act 0.9, Pyk2 oligo antag 0.09, CYP2C9 inh 24, CYP2C19 act 0.4, MT1-MMP txn act 1.1, CD11b adhes inh -32, CYP2C19 inhib 55*, Mac1 fbg enh -1 and CYP2C9 activ 0.8.
For O=P(O)(O)c1ccccc1OCCOCCOc1ccccc1P(=O)(O)O the results were PLAP act 0.8, Pyk2 oligo antag 0.21, CYP2C9 inh -22, CYP2C19 act 1.2, MT1-MMP txn act 1.7, CYP2C19 inhib -20 and CYP2C9 activ 1.2.
For COc1ccccc1N1CCN(S(=O)(=O)c2ccc(Cl)s2)CC1 the results were PLAP act 0.9, Pyk2 oligo antag -1.3, CYP2C9 inh 96*, CYP2C19 act 0, MT1-MMP txn act 1, CD11b adhes inh -1, CYP2C19 inhib 97*, Mac1 fbg enh 2 and CYP2C9 activ 0.
`CC(=O)N1N=C(c2ccco2)CC1c1cccs1` (centres undefined) gave PLAP act 1.2, Pyk2 oligo antag -0.37, CYP2C9 inh 9, CYP2C19 act 0.8, CD11b adhes inh 6, CYP2C19 inhib 16, Mac1 fbg enh -1 and CYP2C9 activ 0.9.
`O=S(=O)(Nc1cccc2cn[nH]c12)c1ccc(F)cc1` gave PLAP act 1.1, Pyk2 oligo antag -0.61, CYP2C9 inh 28, CYP2C19 act 0.2, MT1-MMP txn act 1.1, CD11b adhes inh 12, CYP2C19 inhib 82*, Mac1 fbg enh 2 and CYP2C9 activ 0.7.
Screening Clc1ccc(/C=C/c2nc3ccccc3[nH]2)c(Cl)c1 returned PLAP act 0.3, Pyk2 oligo antag -1.2, CYP2C9 inh 14, CYP2C19 act 0.7, CD11b adhes inh 41, CYP2C19 inhib 32, Mac1 fbg enh -11 and CYP2C9 activ 0.9.
`O=C(NC1CCCC1)C(c1ccsc1)N(C(=O)Cc1cccs1)c1ccccc1` (centres undefined) gave PLAP act 1.2, Pyk2 oligo antag -0.11, CYP2C9 inh 8, CYP2C19 act 1, CD11b adhes inh 2, CYP2C19 inhib 2, Mac1 fbg enh 11 and CYP2C9 activ 0.9.
For COc1ccc(C2=C(C#N)C(=O)OC2)cc1 the results were PLAP act 1.2, Pyk2 oligo antag 0.02, CYP2C19 act 1 and CYP2C19 inhib -4.
For Cc1nnc(SCCn2c(Br)nc3c2c(=O)[nH]c(=O)n3C)s1 the results were PLAP act 1, Pyk2 oligo antag -0.41, CYP2C9 inh 14, CYP2C19 act 1, MT1-MMP txn act 1, CD11b adhes inh -5, CYP2C19 inhib 1, Mac1 fbg enh 1 and CYP2C9 activ 0.9.
`COc1ccccc1NC(=O)CSc1nnc(-c2ccncc2)o1` gave PLAP act 1, Pyk2 oligo antag 1.3, CYP2C9 inh 30, CYP2C19 act 0.2, MT1-MMP txn act 1.3, CYP2C19 inhib 84* and CYP2C9 activ 0.7.
For Cc1cc(C)n(-c2nc3ccccc3nc2N2CCN(C(=O)c3ccc(Cl)cc3)CC2)n1 the results were PLAP act 1.5, Pyk2 oligo antag 1.7, CYP2C9 inh 60*, CYP2C19 act 0.5, MT1-MMP txn act 1, CD11b adhes inh -4, CYP2C19 inhib 48, Mac1 fbg enh 0 and CYP2C9 activ 0.4.
CC1(C)C(c2ccccc2)=[N+]([O-])CN1O was read as PLAP act 0.9, Pyk2 oligo antag 0.69, CYP2C9 inh -9, CYP2C19 act 1, MT1-MMP txn act 1.1, CD11b adhes inh -6, CYP2C19 inhib -4, Mac1 fbg enh -4 and CYP2C9 activ 1.1.
